# TRPV1 ag – HTS Assay for Compounds that Act as Agonists of the Vanilloid Receptor 1; Transient receptor potential cation channel subfamily V member 1 (Homo sapiens), Q8NER1; TRPV1-expressing cells, Fluo-8 calcium influx, agonist mode; activation, % at 8.33 µM; 0.19% of 320,000 active; AID 540275, 2011; in the data active means activation above about 80%; inconclusive means between about 30% and that limit; further: 0% is about no effect
#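 TRPV1-expressing cells were cultured overnight at 35.5C and loaded with Fluo-8 calcium dye for 40 to 90 min at room temperature. After a 10 s baseline, compound was added and calcium influx was read kinetically for 3 min (ex 480/em 520 nm).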
# Coupling enz – qHTS Assay for Inhibitors of Fructose-1,6-bisphosphate Aldolase from Giardia Lamblia: Coupling assay counterscreen. coupling enzyme system counterscreen, AmpLite Red fluorescence. activity change, negative = inhibition, % at 58.2 µM, hits read low. 0.67% of 290,000 active. AID 2472, 2010; in the data active means activity change below about -30%; further: on the % scale 0 is the no-effect control and ±100 the full control effect
#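 First, compound is pin-transferred into glyceraldehyde-3-phosphate coupling-enzyme reagent at 57.5 uM final and held 10 min at RT. Next, substrate, coupling system and AmpLite Red are added. After 20 min RT, fluorescence (525/598 nm) is read.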
# a7 integrin act – qHTS for Activators of Integrin-Mediated Alleviation for Muscular Dystrophy; alpha7betagal myoblasts, beta-gal FDG fluorescence, 48 h; Potency, µM (series often up to 38.3 µM), for the others: at the highest dose activation, hits mostly activators; 0.064% of 350,000 active; AID 624291, 2012;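 further: potency means the concentration at half of the fitted maximal effect; 100% = response of the positive control SU9516; nearly all actives have a fitted effect of over 60% in size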
#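 alpha7betagal+/- myoblasts (passage 13, 250/well) treated 48 h at 37C with compounds at 1:260 dilution of DMSO stock. Lysed, then beta-galactosidase activity read as FDG fluorescence (ex 480/em 540) after 30 min, with pre-read for autofluorescence.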
# MBNL1 CUG block – qHTS Assay for Inhibitors of MBNL1-poly(CUG) RNA binding. Muscleblind-like protein 1 (Homo sapiens), Q9NR56. TR-FRET MBNL1-His/biotin-(CUG)12 binding, 665/545 ratio. Potency, µM (highest dose often 57.5 µM), for the others: top-dose activity change, negative = inhibition, actives largely listed as inhibitors. 0.036% of 280,000 active; active means well fitted inhibition curve with a large enough effect in the signal ratio, with a control signal flat, not every such curve was filed as active; inconclusive means small, poorly fitted or top-dose-only effect, or effect the other way, or a change in a side signal; inactive means no such curve, though single readings can be large or run the other way; the % refers to the signal ratio; further: potency means the concentration at half of the fitted maximal effect; on the % scale 0 is the no-effect control and ±100 the full control effect
# Target sequence (Q9NR56 whole entry, looked up): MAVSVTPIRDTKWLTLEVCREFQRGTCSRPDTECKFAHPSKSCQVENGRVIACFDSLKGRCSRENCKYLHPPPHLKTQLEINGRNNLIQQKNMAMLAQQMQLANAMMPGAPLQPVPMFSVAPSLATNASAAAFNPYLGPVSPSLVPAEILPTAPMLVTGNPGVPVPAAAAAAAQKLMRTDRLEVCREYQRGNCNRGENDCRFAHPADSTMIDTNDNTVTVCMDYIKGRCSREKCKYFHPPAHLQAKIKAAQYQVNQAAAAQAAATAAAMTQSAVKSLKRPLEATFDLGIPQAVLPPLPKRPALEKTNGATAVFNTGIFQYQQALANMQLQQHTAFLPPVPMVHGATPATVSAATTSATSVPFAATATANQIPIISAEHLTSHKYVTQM
#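 TR-FRET between His-tagged MBNL1 and biotin-(CUG)12 RNA, detected with Tb anti-His antibody (0.055 ng/ul) and streptavidin-XL665 (5 nM), 60 min at room temperature. Compounds titrated 92 nM to 58 uM; 665/545 nm ratio normalized to buffer and complex controls.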
# A-T KAP1 phos – qHTS Assay for Identifying a Potential Treatment of Ataxia-Telangiectasia | Potency, µM (highest dose often 57.5 µM), for the others: at the top dose activation, hits mostly activators | […] A-T fibroblasts, KAP-1 phosphorylation AlphaLISA; neocarzinostatin DNA damage 30 min before lysis | 0.19% of 320,000 active; further: potency means the concentration at half of the fitted maximal effect; % of control where 0% means no effect; nearly all actives have a fitted effect of over 45% in size
#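 ATM-like activity read as KAP-1 phosphorylation via AlphaLISA donor/acceptor antibody pairs after lysis and 6 hr at 25C. Cells were ATM-null patient fibroblasts ([…], hTERT), dosed 60 min, then exposed to the DSB inducer NCS for 30 min.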
# KCNH2 WT inh – qHTS for Inhibitors of KCHN2 3.1: Wildtype qHTS; U2OS, BacMam KCNH2, thallium flux FluxOr; hits give low values; activity change, % at 1.84 µM; 0.37% of 340,000 active; AID 720551, 2013;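 active means maximum activity change below -70%; inconclusive means maximum activity change between -70% and -50%; inactive means maximum activity change above -50%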; further: on the % scale 0 is the no-effect control and ±100 the full control effect
#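 U2OS cells transduced with wild-type KCNH2 virus are loaded with FluxOr dye for 45 min, and thallium flux is measured in kinetic reads before and after stimulation buffer. Rate constants are normalized to DMSO controls.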
# CXXC DNA block – qHTS Fluorescence Polarization Assay for Inhibitors of MLL CXXC domain - DNA interaction | MLL-CXXC / FITC-HOXA9 DNA fluorescence polarization | Potency, µM (highest dose often 115 µM), for the others: at the highest dose activity change, negative = inhibition, most hits filed as inhibitors | 0.037% of 290,000 active; active means well fitted inhibition curve with a large enough effect in the polarisation, with a control signal flat, not every such curve was filed as active; inconclusive means small, poorly fitted or top-dose-only effect, or effect the other way, or a change in a side signal; inactive means no such curve, though single readings can be large or run the other way; the % refers to the polarisation; further: potency means the concentration at half of the fitted maximal effect
#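 Fluorescence polarization: 7 uM MLL-CXXC (stock) preincubated 5 min with compounds, then 50 nM fluorescein-HOX-A9 DNA (stock) added; 30 min ambient. Buffer 50 mM Tris-HCl pH 7.5, 50 mM NaCl, 1 mM DTT, 0.05% BSA.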
# ASM inhibitor – Inhibitors of Secretory Acid Sphingomyelinase (S-ASM): qHTS | placental ASM, HMU-PC fluorogenic substrate, 60 min | Potency, µM (titrated, usually from 57.5 µM), for inactives: at the highest dose activity change, negative = inhibition, usual class: inhibitors | 0.006% of 340,000 active | AID 504937, 2011; further: potency means the concentration at half of the fitted maximal effect
#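 Human placenta-derived ASM enzyme was preincubated with compound for 10 minutes at room temperature, then given fluorogenic substrate HMU-PC0 (9 uM final) for 60 minutes at 37 °C; a pH 10 stop preceded fluorescence reading at Ex 386/Em 447 nm.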
# KCNH2 3.1 inh – qHTS for Inhibitors of KCHN2 3.1: Mutant qHTS; Potassium voltage-gated channel subfamily H member 2, brain isoform KCNH2 3.1 (human); U2OS KCNH2 3.1, thallium flux FluxOr; hits give low values; activity change, % (tested at about 1.8 µM); 0.95% of 340,000 active; AID 720553, 2013;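 active means maximum activity change below -70%; inconclusive means maximum activity change from -70% to -50%; inactive means maximum activity change above -50%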;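 further: thallium influx rate constant from kinetic fluorescence after stimulation buffer; on the % scale 0 is the no-effect control and ±100 the full control effect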
#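 FluxOr-based Tl+ influx in U2OS cells transduced with KCNH2 3.1 virus; rate constants normalized to DMSO controls.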
# GALK inhibitor – qHTS Assay for Inhibitors of Human Galactokinase (GALK) | AID 1868, 2009 | P51570 | Purified GALK, Kinase-Glo residual ATP luminescence | 0.007% of 270,000 active | Potency, µM (titrated, usually from 57.5 µM), for the others: at the top dose activity change, negative = inhibition, usual class: inhibitors; further: potency means the concentration at half of the fitted maximal effect; on the % scale 0 is the no-effect control and ±100 the full control effect
# Target sequence (P51570 whole entry, looked up): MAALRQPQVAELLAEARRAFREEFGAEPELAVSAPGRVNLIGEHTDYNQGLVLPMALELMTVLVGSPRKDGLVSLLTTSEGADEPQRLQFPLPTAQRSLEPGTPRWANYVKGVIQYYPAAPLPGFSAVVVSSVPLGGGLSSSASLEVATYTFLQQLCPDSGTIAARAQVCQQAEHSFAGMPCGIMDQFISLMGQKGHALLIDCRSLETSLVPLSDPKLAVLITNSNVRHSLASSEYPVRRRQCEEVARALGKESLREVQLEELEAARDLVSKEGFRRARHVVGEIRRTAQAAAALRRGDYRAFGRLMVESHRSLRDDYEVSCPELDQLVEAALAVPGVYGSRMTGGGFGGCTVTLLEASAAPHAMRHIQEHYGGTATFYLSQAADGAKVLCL
#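 Galactose (100 uM) and ATP (35 uM) were turned over by 5 nM GALK for 1 h at RT. Kinase-Glo Plus then converted the remaining ATP into a luminescent signal.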
# Numbers without * were called inactive; i = inactive; u = inconclusive; x = no result given; [ ] = another dose, or the depositor's remark. Unless noted, the call rests on the fitted dose curve; in most records, active means well fitted curve in the direction sought with a large enough effect; inconclusive means small, poorly fitted or top-dose-only effect, or another doubt; inactive means no such curve, though single readings can be large; an effect the other way counts as inactive or inconclusive.
Compound,TRPV1 ag,Coupling enz,a7 integrin act,MBNL1 CUG block,A-T KAP1 phos,KCNH2 WT inh,CXXC DNA block,ASM inhibitor,KCNH2 3.1 inh,GALK inhibitor
CCc1ccccc1NC(=O)CN1CCN(CC(=O)Nc2ccc3c(c2)OC2(CCCCC2)O3)CC1,x,x,16.9%,x,x,-11.5,x,-11.7%,-20.2,x
CC(=C/c1ccco1)/C=N/NC(=O)CSc1nnc(SCc2ccc(C)cc2)s1,2.2,-11.2,-20.1%,x,-2.7%,-1.0,12.3%,-14.7%,-44.4,1.7%
COc1ccc(OCC(=O)N2CC3(C)CC2CC(C)(C)C3)cc1 (stereo not given),4.2,0.9,-10.3%,3.8%,-2.5%,-10.4,3.7%,2.3%,-4.5,0.6%
COc1ccc(-n2c(=O)c(CCC(=O)N(C)Cc3cccs3)nc3ccccc32)cc1,-0.6,x,-15.3%,x,-5.3%,1.8,x,0.8%,-11.9,x
Cc1cccc(C(=O)Nc2nnc(-c3ccncc3)o2)c1,1.6,5.5,-10.9%,-7.1%,-5.8%,1.0,-5.7%,-0.8%,-2.9,1.5%
CCOc1ccc(-c2cc(CCCC(=O)NCc3cccnc3)no2)cc1,-1.3,3.4,1.5%,-5.9%,6.4%,-5.1,0.4%,-0.4%,27.2,-0.2%
COC(=O)c1c(C)[nH]c(O)c1C=Nc1ccc(C(C)C)cc1,x,-12.6,3.5%,21.4%,0.3%,8.3,-7.9%,-18.2%,19.2,-2.7%
CCOc1ccc(C(C)=O)cc1CN1c2ccc(S(N)(=O)=O)cc2CC1C (stereo not given),8.8,0.2,u,6.5%,2.6%,-14.9,-6.6%,-3.7%,4.7,-3.2%
CCN(CC)C(=O)CSc1ccccc1N,-0.2,1.1,-0.2%,5.8%,2.3%,-8.9,7.2%,2.0%,14.0,-0.7%
CCNC(=O)CC1C(=O)N(c2ccccc2)C(=O)N1CCc1ccc(OC)cc1 (stereo not given),-4.3,4.2,1.1%,-2.6%,-1.0%,-7.9,-10.2%,3.4%,14.8,-0.8%
O=c1[nH][nH]c(=O)n1-c1ccccc1,2.4,2.2,u,-24.1%,3.4%,-7.5,-1.5%,0.5%,12.2,2.2%
CCC(=O)N(Cc1cc2c(C)cc(C)cc2[nH]c1=O)C1CCCCC1,1.5,2.7,14.7%,-12.2%,u,0.9,-2.9%,1.2%,18.8,7.8%
O=C(OCc1cccc(C(F)(F)F)c1)c1cc([N+](=O)[O-])ccc1N1CCOCC1,u,x,23.4%,x,5.6%,-4.4,x,-13.7%,-7.8,x
O=S(=O)(c1ccccc1)c1cnn2c(C(F)(F)F)cc(-c3ccc(F)cc3)nc12,x,-0.3,13.3%,13.9%,1.9%,0.3,4.9%,x,-13.6,-3.0%
Cc1cc(Cl)ccc1OCCCC(=O)OCC(N)=O,26.3,-0.1,-2.4%,0.7%,-0.3%,3.4,-5.0%,-1.5%,-16.7,-1.1%
Cc1cc(C)c(C)c(S(=O)(=O)NCCCn2ccnc2)c1C,1.3,11.0,-31.4%,1.3%,-2.1%,-6.2,6.7%,-0.8%,-2.2,5.1%
Cc1ccc(-c2cn3nc(-c4ccccc4)c(-c4ccccc4)nc3n2)cc1,u,-0.4,-7.1%,13.0%,28.2µM*,-9.7,u,264.0%[activator],-6.6,2.4%
CC(=O)c1ccc(NC(=O)c2ccc(C)c(S(=O)(=O)N3CCOCC3)c2)cc1,u,0.9,24.0%,-5.0%,-4.1%,1.2,4.3%,-1.0%,4.4,16.7%
CCCC(=O)Nc1nn(C)c2nc3cc(C)ccc3cc12,-0.9,5.4,x,u,8.7%,x,6.2%,x,x,5.9%
COc1ccc(C(=O)c2ccc(Cl)cc2)c(OC)c1OC,x,x,13.7%,x,x,-1.3,x,1.9%,-6.2,x

# Entries above with a CF3 group:
Compound,TRPV1 ag,Coupling enz,a7 integrin act,MBNL1 CUG block,A-T KAP1 phos,KCNH2 WT inh,CXXC DNA block,ASM inhibitor,KCNH2 3.1 inh,GALK inhibitor
O=C(OCc1cccc(C(F)(F)F)c1)c1cc([N+](=O)[O-])ccc1N1CCOCC1,u,x,23.4%,x,5.6%,-4.4,x,-13.7%,-7.8,x
O=S(=O)(c1ccccc1)c1cnn2c(C(F)(F)F)cc(-c3ccc(F)cc3)nc12,x,-0.3,13.3%,13.9%,1.9%,0.3,4.9%,x,-13.6,-3.0%

# Further entries.
Compound,TRPV1 ag,Coupling enz,a7 integrin act,MBNL1 CUG block,A-T KAP1 phos,KCNH2 WT inh,CXXC DNA block,ASM inhibitor,KCNH2 3.1 inh,GALK inhibitor
O=C(NCC(c1ccco1)N1CCCCC1)c1ccc([N+](=O)[O-])s1 (stereo not given),x,x,-28.4%,x,18.8%,40.3,x,3.8%,-8.6,x
Cc1c(NC(=O)c2cc3c(=O)n4ccccc4nc3s2)c(=O)n(-c2ccccc2)n1C,-0.8,3.6,-24.0%,5.7%,-5.7%,5.5,7.1%,49.7%[activator],7.7,4.4%
CCOc1ccc(NC(=O)N2CCC(c3nc4ccccc4o3)CC2)cc1,u,0.4,0.0%,0.9%,-1.8%,-5.1,3.1%,-1.3%,8.4,-0.7%
Cc1nn(-c2ccccc2)c2nc(-c3ccccc3)cc(C(=O)N3CCOCC3)c12,u,0.8,0.0%,-3.2%,4.4%,7.6,-0.2%,22.4%,-0.2,13.1%
O=S(=O)(c1cnc(Cl)c(Cl)c1)N1CCN(c2ncccn2)CC1,-1.1,-0.6,-22.2%,-1.2%,-3.0%,-0.9,1.0%,6.5%,15.3,-0.1%
COc1ccc(C(=S)N2CCOCC2)cc1OC(=O)c1ccc([N+](=O)[O-])cc1[N+](=O)[O-],-0.3,-11.0,u,u,-1.6%,-9.3,7.3%,-0.6%,6.3,4.5%
COc1ccc(CNc2nc(NCc3ccc(OC)cc3)n(C(C)=O)n2)cc1,-0.4,-1.1,-5.4%[7.66 µM],3.0%,3.5%,-1.1,-7.1%,-1.8%,11.6,-4.2%
Cc1ccccc1NC(=O)c1cc2ccccn2n1,u,0.9,13.2%,-4.9%,12.1%,1.2,-2.1%,-0.1%,-3.9,x
CC(C)(C)NC(=O)c1cccc2c1C(=O)c1ccccc1-2,u,0.7,u,u,10.4%,-2.4,-7.0%,-3.8%,-1.9,-3.0%
O=Cc1ccccc1Oc1nc(N2CCOCC2)nc(N2CCOCC2)n1,3.1,0.6,12.9%,-3.3%,-6.6%,i,7.8%,1.9%,-2.0,9.5%
Oc1ccc(Br)cc1-c1n[nH]c(=S)n1Cc1ccccc1,1.0,2.0,5.3%,-7.7%,-7.4%,0.4,u,-21.5%,-2.2,0.9%
Cc1cc(C)c(CN2CCN(C(=O)Cn3cnc4c(NCc5ccccc5)ncnc43)CC2)c(C)c1,x,x,-0.6%,x,5.5%,-5.2,x,-3.4%,2.2,x
Nc1cc2c(cc1Br)-c1ccccc1C2=NO,x,x,9.3%,x,x,-2.0,x,-10.7%,-9.6,x
Cc1nnc(NC(=O)c2cc(S(=O)(=O)N(C)C)ccc2N2CCCC2)s1,-1.2,x,19.5%,x,3.4%,-5.3,x,3.1%,11.4,x
Cc1ccc(C)c(NS(=O)(=O)c2cc3c4c(c2)CC(=O)N4CCC3)c1,0.5,x,15.8%,-2.5%,7.5%,-18.6,3.3%,-0.6%,-9.6,0.4%
Cc1ccc(NC(=O)COC(=O)C2CCN(c3ccc(C(F)(F)F)cn3)CC2)cc1,u,x,0.0%,x,-5.2%,-12.6,x,-14.8%,-0.5,x
CCOC(=O)C1CCCN(C(=O)c2ccc(CNS(=O)(=O)c3ccc(C)cc3)cc2)C1 (stereo not given),1.4,1.4,-1.9%,-2.2%,1.9%,17.9,6.2%,1.7%,23.0,-0.7%
O=C(NCCCN1CCCC1=O)c1ccccc1NS(=O)(=O)c1ccc(F)cc1,2.9,0.6,-9.5%,-11.4%,-2.6%,-1.3,-2.1%,-0.1%,5.3,3.8%
Cc1nnc2c(N3CCN(C(=O)c4ccco4)CC3)nc3ccccc3n12,-2.9,x,30.0%,3.2%,0.6%,-6.8,4.2%,-0.2%,2.2,-4.3%

# Screening results: PubChem BioAssay, National Center for Advancing Translational Sciences (NCATS)
